Source: PubChem (Broad Institute)
RAD52 inh = RAD52 (human) annealing inhibition | recombinant RAD52 DNA annealing, FRET fluorescence | inhibition, % at 18.7 µM | hit rate 0.46% among 360,000 | P43351 | AID 651710;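 active means every replicate showing at least 50% inhibition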
Cneo AK release = Cryptococcus neoformans lysis via adenylate kinase release | hit rate 0.2% among 360,000 | C. neoformans lysis, adenylate kinase release luminescence, 4 h; normalised: neutral wells 0, clomiphene wells 100 | lysis activity, % at 15 µM;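 active means mean lysis activity across replicates of at least 80%, whatever share of replicates individually reach that level; inactive means mean lysis activity below 80%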
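Assay system: log-phase C. neoformans yeast / Quantity: yeast cell density of 5 × 10^6 cells/mL / Medium: fresh YPD growth medium / Compound: single dose / Timing: static 4 h at 37 °C with compound, 1 h detection / Measured by: adenylate kinase release luminescence / Read-out: lysis from increased AK signal / Benchmarks: Clomiphene as positive lysis control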
PglD DTNB = PglD (C. jejuni) enzyme inhibition. purified PglD enzyme, DTNB colorimetric CoA detection. inhibition, % at 12.5 µM. hit rate 0.098% among 360,000. AID 602405; in the data active means inhibition above about 16%, passing the limit was not always enough; further: strong numbers were not always called active
miR-122 sensor = blocks miR-122 activity in Huh7 sensor cells; Huh7 miR-122 Renilla luciferase sensor, 48 h; neutral wells = 0, positive control = 100; activation (reporter increase), % at 12.5 µM; hit rate 0.3% among 340,000; AID 602342;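 active means mean replicate activation score at least 90 and every replicate individually at or above 90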;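 further: higher luciferase means less miR-122 activity so hits act as miR-122 inhibitors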
ERAP1 HTS inh = ERAP1 (human) enzyme inhibition; Q9NZ08; recombinant ERAP1, Leu-AMC fluorescence, 60 min; inhibition, % at 10.7 µM; hit rate 0.15% among 340,000; AID 652197;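 active means mean replicate inhibition of at least 30%, or all replicates individually reaching that 30% level; inactive means mean below 30% and not every replicate reaching it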;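 further: 0% = neutral control wells and 100% = L-leucinethiol positive control wells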
PGC1a acetyl inh = lowers PGC1a acetylation signal in U2OS cells | AlphaScreen anti-acetyl-lysine; with virally co-expressed GCN5 acetyltransferase | inhibition, % at 15.6 µM | hit rate 0.17% among 350,000 | AID 651687;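 active means every replicate shows inhibition of at least 40%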;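 further: 0% = neutral control wells and 100% = positive control wells; some results beyond the cut were filed as inactive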
RAD54 inh = blocks human RAD54 Holliday junction branch migration; hit rate 0.14% among 360,000; inhibition, % at 10.4 µM; AID 602329; FAM/BHQ fluorescence; Q92698;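 active means mean normalized replicate activity at least 40 and at least half of replicates scoring 40 or more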;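 further: 0% = median of neutral control wells and 100% = median of positive control wells; inhibitors cause a drop in the FAM fluorescence signal; in these data hits start at about 50%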
Target sequence (Q92698 whole entry, looked up): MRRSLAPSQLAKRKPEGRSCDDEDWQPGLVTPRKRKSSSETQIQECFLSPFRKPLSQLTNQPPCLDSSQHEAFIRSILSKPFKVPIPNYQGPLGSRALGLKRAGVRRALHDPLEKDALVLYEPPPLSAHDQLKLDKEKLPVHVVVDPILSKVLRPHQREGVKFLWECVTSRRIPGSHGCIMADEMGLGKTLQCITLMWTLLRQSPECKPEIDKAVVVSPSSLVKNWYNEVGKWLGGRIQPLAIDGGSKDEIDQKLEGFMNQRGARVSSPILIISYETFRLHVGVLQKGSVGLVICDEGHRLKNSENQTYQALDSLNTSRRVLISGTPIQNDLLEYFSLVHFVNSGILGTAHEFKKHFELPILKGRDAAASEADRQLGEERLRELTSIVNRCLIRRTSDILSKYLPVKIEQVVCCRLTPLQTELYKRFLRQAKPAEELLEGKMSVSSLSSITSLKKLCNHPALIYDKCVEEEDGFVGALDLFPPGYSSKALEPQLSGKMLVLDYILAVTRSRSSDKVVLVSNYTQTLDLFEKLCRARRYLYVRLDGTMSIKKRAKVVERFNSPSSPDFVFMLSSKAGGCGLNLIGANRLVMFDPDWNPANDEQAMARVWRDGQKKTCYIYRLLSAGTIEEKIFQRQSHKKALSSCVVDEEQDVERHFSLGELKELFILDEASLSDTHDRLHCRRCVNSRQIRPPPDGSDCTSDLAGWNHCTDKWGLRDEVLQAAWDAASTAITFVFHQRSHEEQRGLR
E-sel inducer = E-selectin induction on HUVECs. P16581. HUVEC E-selectin immunofluorescence imaging; normalized: neutral wells 0, TNF-alpha wells 100. activation, % at 7.58 µM. hit rate 0.37% among 260,000. AID 686992;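 active means mean E-selectin-positive cell signal at least 10% of the positive control, reached in at least 60% of replicates, without over 20% cell loss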;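 further: in these data hits start at about 27%; measured in HUVEC primary endothelial cells; signal is the percent of cells scored E-selectin positive by PE staining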
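material = human umbilical vein endothelial cells (HUVEC), E-selectin induction | quantity = 3,000 cells/well | medium = EGM-2 growth medium on 0.1% gelatin-coated wells | technique = immunofluorescence imaging | read-out basis = % PE-positive cells | control set = TNF-alpha positive control, DMSO neutral control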
Active calls of the source: *; · = no result given; [ ] = another dose, or the depositor's remark.

SMILES	RAD52 inh	Cneo AK release	PglD DTNB	miR-122 sensor	ERAP1 HTS inh	PGC1a acetyl inh	RAD54 inh	E-sel inducer
O=C(C[C@@H]1CC[C@H]2[C@@H](COC[C@@H](O)CN2C(=O)c2ccccc2)O1)Nc1nccs1	-18	1	7	5[16.7 µM]	3	-5	-2	0.0
CCCN(CCC)C(=O)COc1cc(=O)n(CC)c2ccccc12	-10	0	-3	3	·	-14	0	-0.1
O=C1CSc2ccccc2N1Cc1ccc(F)cc1	-6	2	-3	-8	2	0	5	·
COc1ccc(-c2nnc(SCc3nnc(-c4ccccc4)o3)n2C)cc1OC	·	2	0	-9	·	·	2	·
COC(C[C@@H](O)CC(=O)[C@@H](C)OCc1ccccc1)OC	-4	1	5	-3	-3	·	-2	-0.1
O=C(CN(C(=O)CNS(=O)(=O)c1ccccc1)c1ccc2c(c1)OCCO2)NCc1ccco1	·	9	0	-1	·	1	5	·
CC1Cc2ccccc2N1C(=O)COC(=O)Cc1ccc(F)cc1 (stereo not given)	-6	1	-3	·	-3	·	-2	0.0
COc1ccc(C(=O)N2CCCC(c3ccccc3)=N2)cc1	-14	·	·	1	13	-2	·	·
COc1ccc(CN(C)C[C@@H]2Oc3c(NC(=O)Nc4ccc(C(F)(F)F)cc4)cccc3C(=O)N([C@@H](C)CO)C[C@H]2C)cc1	0	0	4	-12[16.7 µM]	0	7	3	1.5
COc1ccc(S(=O)(=O)N(C)C[C@@H]2OCCCC[C@H](C)Oc3ccc(NS(C)(=O)=O)cc3C(=O)N([C@H](C)CO)C[C@@H]2C)cc1	-10	-1	0	12[16.7 µM]	-2	12	-5	0.1
C(=N\Nc1ccccn1)/c1c[nH]c2ccccc12	4	2	-1	-1	-3	0	5	-0.2
CCC(=O)Nc1ccc2c(c1)OC[C@@H](C)N(Cc1ccccc1)C[C@@H](C)[C@H](OC)CN(C)C2=O	4	-2	-3	1[16.7 µM]	1	4	2	-0.3
Cc1ccc(-c2cc(C(=O)Nc3ccccc3C(N)=O)c3ccccc3n2)o1	-19	-2	3	-5	·	17	2	5.3
COc1cccc(NC(=O)C(OC(=O)/C=C/c2ccc3c(c2)OCO3)c2ccccc2)c1 (stereo not given)	·	1	-2	34	·	-14	5	·
C[C@@H]1CCCCO[C@@H](CN(C)C(=O)Nc2ccc(F)cc2)[C@H](C)CN([C@@H](C)CO)C(=O)c2cc(NC(=O)Nc3ccc4c(c3)OCO4)ccc2O1	12	1	-1	-4[16.7 µM]	-2	-4	8	0.1
NC(=O)c1ccccc1NC(=O)CCCc1ccccc1	-9	2	-4	-1	-1	-5	-1	0.2
CC(O)[C@@H](C(=O)N1CCNCC1)n1cc(CCCCN)nn1 (stereo not given in full)	7	-2	-2	5	0	15	-1	0.6
CCOc1cc2[nH]c(=O)n(CCCC(=O)NCc3ccc(OC)cc3)c(=O)c2cc1OCC	1	-3	5	-7	-1	·	4	·
CCc1ccc(NC(=O)Cn2nc(C(=O)O)c3ccccc3c2=O)cc1	-7	0	-2	·	2	·	-13	0.1
CCc1noc(C)c1C(=O)OCC(=O)NC(=O)c1ccccc1OC	-19	-1	-3	0	-2	·	-8	·

An excerpt from above in order of the PglD DTNB value, ascending.
canonical_smiles,PglD DTNB
NC(=O)c1ccccc1NC(=O)CCCc1ccccc1,-4
CCc1noc(C)c1C(=O)OCC(=O)NC(=O)c1ccccc1OC,-3
COc1cccc(NC(=O)C(OC(=O)/C=C/c2ccc3c(c2)OCO3)c2ccccc2)c1 (stereo not given),-2
C(=N\Nc1ccccn1)/c1c[nH]c2ccccc12,-1
Cc1ccc(-c2cc(C(=O)Nc3ccccc3C(N)=O)c3ccccc3n2)o1,3

Later entries
SMILES	RAD52 inh	Cneo AK release	PglD DTNB	miR-122 sensor	ERAP1 HTS inh	PGC1a acetyl inh	RAD54 inh	E-sel inducer
COc1ccc(S(=O)(=O)N2CCOC2CNC(=O)C(=O)NCCc2ccccc2)cc1C (stereo not given)	-12	2	-4	-8	-3	13	10	0.1
O=C(c1cccs1)c1c[nH]cc1-c1ccccc1	-17	1	12	2	-4	-6	4	·
Cc1ccc(-c2ccc3c(c2)O[C@@H](CN(C)Cc2cccnc2)[C@H](C)CN([C@H](C)CO)S3(=O)=O)cc1	-5	8	1	22[16.7 µM]	-2	-17	0	-0.4
O=C(Cn1cc(C(=O)c2ccco2)c2ccccc21)NC1CCCCC1	1	4	1	·	-3	5	4	-2.0
COc1ccc(C(=O)Oc2ccc3ccc(=O)oc3c2)cc1OC	3	-15	3	·	4	·	12	·
CCCC(=O)Nc1ccc2c(c1)C(=O)N(C)C[C@H](OC)[C@@H](C)CN(Cc1ccccc1)[C@H](C)CO2	-33	-3	2	-26[16.7 µM]	-6	-6	2	0.0
CCCNC(=O)N1C[C@H]2[C@@H](c3ccccc31)[C@@H](CO)N2CC1CCCC1	-12	-6	-6	0[16.7 µM]	-1	-7	-5	-0.2
O=C(O)c1cc(=O)n(Cc2ccccc2)c(=O)[nH]1	-5	0	6	1	-1	0	-7	·
CCCc1[nH]n(-c2ccc(F)cc2)c(=O)c1C=Nc1cccc(F)c1	·	0	2	-6	·	-3	-1	·
COc1cccc(-c2cc3c(-n4cccc4)ncnc3o2)c1	·	-1	0	-1	·	1	1	·

A stretch from further up, for reference:
SMILES	RAD52 inh	Cneo AK release	PglD DTNB	miR-122 sensor	ERAP1 HTS inh	PGC1a acetyl inh	RAD54 inh	E-sel inducer
COc1ccc(S(=O)(=O)N2CCOC2CNC(=O)C(=O)NCCc2ccccc2)cc1C (stereo not given)	-12	2	-4	-8	-3	13	10	0.1
O=C(c1cccs1)c1c[nH]cc1-c1ccccc1	-17	1	12	2	-4	-6	4	·
Cc1ccc(-c2ccc3c(c2)O[C@@H](CN(C)Cc2cccnc2)[C@H](C)CN([C@H](C)CO)S3(=O)=O)cc1	-5	8	1	22[16.7 µM]	-2	-17	0	-0.4
O=C(Cn1cc(C(=O)c2ccco2)c2ccccc21)NC1CCCCC1	1	4	1	·	-3	5	4	-2.0

Later entries:
SMILES	RAD52 inh	Cneo AK release	PglD DTNB	miR-122 sensor	ERAP1 HTS inh	PGC1a acetyl inh	RAD54 inh	E-sel inducer
Cc1ccc(S(=O)(=O)n2ccc3c2CCCC3=O)cc1	-12	-3	0	8	-2	-3	-14	·
O=C(CCN1CCCCC1)N[C@@H]1CC[C@H](CC(=O)N2CCC(Cc3ccccc3)CC2)O[C@@H]1CO	1	0	3	-5[16.7 µM]	1	9	0	0.5
Cc1ccccc1NC(=O)Cc1nc(COC(=O)COc2cccc(C)c2C)cs1	2	·	·	3	3	10	·	0.0
CCNC(=O)NC(=O)C(C)OC(=O)CCCSc1nc2ccccc2s1 (stereo not given)	-15	1	-9	0	-7	·	-7	0.6
COc1cccc(S(=O)(=O)N(C)C[C@H]2Oc3cc(C#CCN(C)C)ccc3S(=O)(=O)N([C@@H](C)CO)C[C@H]2C)c1	-25	-2	-6	4[16.7 µM]	4	-2	-6	-0.1
Cc1noc(C)c1NC(=O)Nc1cccc2c1O[C@H](CN(C)S(=O)(=O)c1ccc(F)cc1)[C@H](C)CN([C@H](C)CO)C2=O	-4	39	-1	-10[16.7 µM]	-3	-5	1	-3.1
COc1ccc(S(=O)(=O)N(C)C[C@@H]2Oc3c(NC(=O)C4CCOCC4)cccc3C(=O)N([C@@H](C)CO)C[C@@H]2C)cc1	-12	-2	2	1[16.7 µM]	2	1	3	0.2
Cc1cc(Cl)ccc1OCC(=O)OC(C)C(=O)N(C)C (stereo not given)	·	0	-1	1	·	15	0	·
CO[C@H](CN(C)S(=O)(=O)c1ccccc1)[C@@H](C)CN(Cc1ccccc1Cl)[C@@H](C)CO	5	-1	-2	·	0	-21	3	-0.1
CC1(c2nnc(Cc3ccccc3)o2)CC(c2ccc([N+](=O)[O-])cc2)=NO1 (stereo not given)	-21	3	-4	·	-6	·	4	0.1
O=C(c1cccc(F)c1)N1CC(=O)N2[C@H](CO)[C@@H](c3ccc(-c4cccnc4)cc3)[C@@H]2C1	-13	·	·	·	0	12	·	0.4
O=S(=O)(CCN1CCCCC1)CCS(=O)(=O)CCN1CCCCC1	-2	·	·	-2	4	-22	·	0.4
Cc1cccc(S(=O)(=O)N2CCCCN3[C@H](C2)[C@@H](c2ccc(-c4cccnc4)cc2)[C@@H]3CO)c1	-22	-2	2	19[16.7 µM]	-2	12	-11	-0.6
Cc1c(Cl)cccc1NC(=O)C(=O)NNS(=O)(=O)c1ccc(F)cc1	·	2	-2	-6	·	·	5	·
Cc1cc([N+](=O)[O-])cnc1NC(C)c1ccccc1 (stereo not given)	·	5	3	-21	·	2	10	·
CC1=CC(C)(C)N(C)C(=O)N1c1ccc(Cl)cc1	·	0	-4	1	·	5	-1	·
CCc1ccccc1C1=CC(=O)C[C@H](c2ccc(OC)cc2)C1	6	-8	-1	4	-1	-19	6	-0.1
C[C@@H]1CN([C@@H](C)CO)C(=O)Cc2cc(NC(=O)CCC(F)(F)F)ccc2O[C@H]1CN(C)C(=O)NC1CCCCC1	-1	-13	6	0[16.7 µM]	2	7	8	0.2
COC(=O)c1c(NC(=O)CN2CCCC(C)C2)c2c(C)cccc2n1C (stereo not given)	·	1	-3	5	·	-10	6	·
COc1ccc(CN2CCSCC2)c(C)c1C	-7	0	4	3	0	-1	-1	·

Some of the entries above in a different format.
SMILES | RAD52 inh | Cneo AK release | PglD DTNB | miR-122 sensor | ERAP1 HTS inh | PGC1a acetyl inh | RAD54 inh | E-sel inducer
COc1ccc(C(=O)N2CCCC(c3ccccc3)=N2)cc1 | -14 | · | · | 1 | 13 | -2 | · | ·
COc1ccc(CN(C)C[C@@H]2Oc3c(NC(=O)Nc4ccc(C(F)(F)F)cc4)cccc3C(=O)N([C@@H](C)CO)C[C@H]2C)cc1 | 0 | 0 | 4 | -12[16.7 µM] | 0 | 7 | 3 | 1.5

Complete entries, quoted from the list.
CCC(=O)Nc1ccc2c(c1)OC[C@@H](C)N(Cc1ccccc1)C[C@@H](C)[C@H](OC)CN(C)C2=O is listed as RAD52 inh: 4; Cneo AK release: -2; PglD DTNB: -3; miR-122 sensor: 1[16.7 µM]; ERAP1 HTS inh: 1; PGC1a acetyl inh: 4; RAD54 inh: 2; E-sel inducer: -0.3
COC(C[C@@H](O)CC(=O)[C@@H](C)OCc1ccccc1)OC is listed as RAD52 inh: -4; Cneo AK release: 1; PglD DTNB: 5; miR-122 sensor: -3; ERAP1 HTS inh: -3; PGC1a acetyl inh: ·; RAD54 inh: -2; E-sel inducer: -0.1

Later entries
SMILES	RAD52 inh	Cneo AK release	PglD DTNB	miR-122 sensor	ERAP1 HTS inh	PGC1a acetyl inh	RAD54 inh	E-sel inducer
COc1ccccc1CN1[C@@H]2c3ccc(C4=CCCC4)c(=O)n3C[C@H]1[C@H](CO)[C@H]2C(=O)N(C)C	-34	0	-2	·	0	·	-6	-0.1
CC(C)(C)C1CCC(OC(=O)CN2CCCCC2)CC1 (stereo not given)	2	·	·	·	-4	10	·	3.8
CC(C)NS(=O)(=O)c1ccc(OCC(=O)Nc2ccc(F)cc2)cc1	-8	·	·	·	-5	5	·	-0.2
CCN(CC)CCCNC(=O)C(C)Sc1nc(-c2ccccc2)cc(C(F)(F)F)n1 (stereo not given)	-4	3	-4	12	·	-11	6	0.9
CC(OC(=O)CN1C(=O)c2ccccc2C1=O)C(=O)NCc1ccccc1 (stereo not given)	-1	3	8	-4	1	-1	-5	-0.6
